UBC13 inh: blocks human UBC13 polyubiquitin chain formation | P61088 | hit rate 0.47% among 330,000 | inhibition, % at 20 µM | AID 485273 | TR-FRET; in the data active = inhibition above about 45%, passing the limit was not always enough
Target sequence (P61088 whole entry, looked up): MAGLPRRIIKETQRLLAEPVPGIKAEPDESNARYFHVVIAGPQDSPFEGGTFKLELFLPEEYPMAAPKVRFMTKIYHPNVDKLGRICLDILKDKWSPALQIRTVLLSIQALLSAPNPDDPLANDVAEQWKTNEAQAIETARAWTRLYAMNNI
Gli-Sufu block: antagonists of Gli-Sufu signaling; Sufu-KO-LIGHT fibroblasts, Gli luciferase reporter luminescence; inhibition, % at 5 µM; hit rate 0.74% among 340,000;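 active = inhibition above about 55%, limit read from the data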;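 note: 0% = DMSO-treated cells and 100% = wells with medium but no cells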
EBI2 block: EBI2 (human) antagonism; inhibition, % at 5 µM; EBI2 beta-arrestin recruitment, luminescence, 7a,25-OHC stimulated; AID 651636; P32249; hit rate 0.81% among 360,000; in the data active = inhibition above about 38%;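 note: enzyme fragment complementation signal reports receptor beta-arrestin coupling in cells; 0% = agonist plus DMSO wells and 100% = wells without agonist; some results beyond the cut were filed as inactive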
Target sequence (P32249 whole entry, looked up, the tested form may be a part): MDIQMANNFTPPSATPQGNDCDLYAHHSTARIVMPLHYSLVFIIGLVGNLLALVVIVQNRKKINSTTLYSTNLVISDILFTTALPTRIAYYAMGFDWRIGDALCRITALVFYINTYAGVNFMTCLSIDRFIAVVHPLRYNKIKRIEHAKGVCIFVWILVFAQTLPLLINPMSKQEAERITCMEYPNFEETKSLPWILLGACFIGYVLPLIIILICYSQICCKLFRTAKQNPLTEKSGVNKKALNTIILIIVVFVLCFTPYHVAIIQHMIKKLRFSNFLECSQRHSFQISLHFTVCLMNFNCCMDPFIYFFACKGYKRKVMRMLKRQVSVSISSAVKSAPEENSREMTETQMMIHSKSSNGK
697 NFkB inh: lowers PMA/ionomycin-induced NF-kB signal in 697 B cells. 697 B-cell NF-kB luciferase reporter, 16 h. inhibition, % at 4 µM. hit rate 0.33% among 330,000; in the data active = inhibition above about 35%
CCR6 antagonist: blocks CCL20-driven beta-arrestin recruitment at human CCR6 | P51684 | hit rate 0.49% among 340,000 | CHO-K1 CCR6 PathHunter beta-arrestin, luminescence, CCL20-stimulated | AID 493098 | inhibition, % at 20 µM;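 active = compounds whose inhibition of the agonist-driven luminescence signal at 20 µM reaches about 50%, limit read from the data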;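 note: cells stimulated with CCL20 at 14 nM final; plate controls were DMSO with CCL20 for no effect and DMSO without agonist for full effect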
CXCR6 block: CXCR6 (human) receptor inhibition | CHO-K1 PathHunter CXCR6 beta-arrestin, luminescence | hit rate 0.36% among 360,000 | inhibition, % at 20 µM | AID 602244 | O00574; in the data active = inhibition above about 34%, passing the limit was not always enough;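 note: antagonist mode with CXCL16 agonist at 10 nM final; 0% = 10 nM CXCL16 with DMSO and 100% = unstimulated wells without agonist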
Jurkat NFkB inh: lowers PMA/ionomycin-induced NF-kB signal in Jurkat cells; PMA/ionomycin-induced NF-kB luciferase reporter, luminescence; inhibition, % at 4 µM; hit rate 0.53% among 330,000; AID 435003; in the data active = inhibition above about 50%
APJ antag: APJ receptor antagonism; hit rate 0.32% among 330,000; P35414; CHO-K1 APJ beta-arrestin complementation, luminescence; inhibition, % at 20 µM;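 active = inhibition above about 40% at 20 µM, limit read from the data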;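 note: cells challenged with 10 nM apelin-13 agonist together with compound; plate controls were apelin-13 plus DMSO wells for no effect and DMSO wells lacking apelin-13 for full effect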
Target sequence (P35414 whole entry, looked up): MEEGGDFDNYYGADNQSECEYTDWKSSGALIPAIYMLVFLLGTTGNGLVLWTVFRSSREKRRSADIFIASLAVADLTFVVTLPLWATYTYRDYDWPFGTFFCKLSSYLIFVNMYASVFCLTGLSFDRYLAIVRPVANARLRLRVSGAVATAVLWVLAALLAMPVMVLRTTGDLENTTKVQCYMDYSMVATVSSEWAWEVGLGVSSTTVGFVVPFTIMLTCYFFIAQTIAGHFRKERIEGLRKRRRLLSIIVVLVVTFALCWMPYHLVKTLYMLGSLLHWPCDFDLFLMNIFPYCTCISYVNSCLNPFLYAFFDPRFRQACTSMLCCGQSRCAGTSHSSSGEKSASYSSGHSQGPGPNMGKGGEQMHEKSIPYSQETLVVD
* hit, by the source's call; nt = not tested or not shown.

SMILES	UBC13 inh	Gli-Sufu block	EBI2 block	697 NFkB inh	CCR6 antagonist	CXCR6 block	Jurkat NFkB inh	APJ antag
COc1ccc(Cl)cc1NC(=S)N1CCN(S(C)(=O)=O)CC1	-1	9	-3	10	-18	1	4	5
O=C(CNC(=O)c1ccc(Br)cc1)N=Nc1c(O)[nH]c2ccc([N+](=O)[O-])cc12	-16	-14	4	14	38	18	1	24
Cc1cccnc1NC(=O)CCCNC(=O)c1ccc(Cl)cc1	1	6	4	11	19	-4	1	22
CC1CN(CC(=O)NC(C)c2ccccc2)CC(C)O1 (stereo unspecified)	7	24	-4	-3	21	5	-11	-3
COc1ccc(NC(=O)CSCc2cc(=O)n3ccsc3n2)cc1	-11	-9	3	0	-12	-2	1	9
O=C(Nc1ccc2c(c1)OCCO2)c1ccc(Cl)c([N+](=O)[O-])c1	5	-14	0	-72	9	18	-19	-9
COc1cccc(NC(=O)C2=COCCO2)c1	2	-38	5	-14	3	5	-49	10
Cc1ccc(NC(=O)CN(C)C(=O)COC(=O)C(C)(C)Oc2ccc(Cl)cc2)cc1	8	-4	-1	13	10	-3	8	-12
O=C(Nc1ccc2oc(-c3ccc4ccccc4c3)nc2c1)c1cccs1	6	10	0	-250	8	-13	-148	4
O=C(CCN1C(=O)/C(=C/c2ccc(F)cc2)SC1=S)NCCc1cnc[nH]1	-12	-19	0	-33	13	-3	-7	6
O=C(Nc1cccc2ccccc12)c1cccc(F)c1	-7	-1	3	-6	12	-7	-28	-10
O=C(c1ccc(S(=O)(=O)Nc2ccccc2)cc1)N1CCCC1	4	-1	-4	-15	0	-1	13	9
O=S1(=O)CC/C(=N\Nc2ccc(F)cc2)c2ccsc21	-18	11	1	4	31	0	-13	14
O=C(COc1ccccc1[N+](=O)[O-])N(Cc1cccc(Br)c1)C1CCS(=O)(=O)C1 (stereo unspecified)	-8	nt	-20	-19	21	0	-8	7
CCOC(=O)N1CCC(N(CCN(C)C)C(=S)Nc2cccc(SC)c2)CC1	-10	-5	3	0	13	12	-4	-18
COc1cccc(OCCNC(=O)c2cc(OC)c(OC)c(OC)c2)c1	1	9	14	9	11	3	7	4
Cc1ccc2c(c1)C1CN(C)CCC1N2S(=O)(=O)c1cccc(C(F)(F)F)c1 (stereo unspecified)	18	11	-1	0	10	1	-16	3
Cc1cccc(-n2ncc(Cl)c(Cl)c2=O)c1	10	4	12	-18	-3	9	43	24
CCN(CC)C1CCN(C(=O)c2ccc(OC3CCN(CCc4ccccc4)CC3)cc2)C1 (stereo unspecified)	0	23	-4	17	47	2	3	-9
O=c1[nH]c2ccccc2cc1-c1nnn(-c2ccc(Cl)c(Cl)c2)n1	-11	30	1	-5	15	10	-16	20
CSC(=NC#N)N1CCN(c2ccccc2)CC1	-6	-3	-1	2	17	-8	12	9
Cc1ccc(S(=O)(=O)N2CCN(c3ccc(C(=O)N4CCOCC4)cc3[N+](=O)[O-])CC2)cc1	-3	16	2	-14	-5	-11	23	-5
COC(=O)c1c(C(=O)OC)c(-c2ccccc2)n2c1CS(=O)(=O)C2	-7	9	-11	-11	-19	2	-2	-16
COc1cc(CCCN2C(=S)NC[C@@H]2CCCCN)cc(OC)c1OC	4	-11	-6	5	-4	-8	-16	-9
NC(=O)Nc1ccc(C(=O)N2CCN(S(=O)(=O)Cc3ccccc3)CC2)cc1	-1	nt	-1	15	11	1	2	-8

Next part; it opens with the four that closed the last part.
SMILES	UBC13 inh	Gli-Sufu block	EBI2 block	697 NFkB inh	CCR6 antagonist	CXCR6 block	Jurkat NFkB inh	APJ antag
Cc1ccc(S(=O)(=O)N2CCN(c3ccc(C(=O)N4CCOCC4)cc3[N+](=O)[O-])CC2)cc1	-3	16	2	-14	-5	-11	23	-5
COC(=O)c1c(C(=O)OC)c(-c2ccccc2)n2c1CS(=O)(=O)C2	-7	9	-11	-11	-19	2	-2	-16
COc1cc(CCCN2C(=S)NC[C@@H]2CCCCN)cc(OC)c1OC	4	-11	-6	5	-4	-8	-16	-9
NC(=O)Nc1ccc(C(=O)N2CCN(S(=O)(=O)Cc3ccccc3)CC2)cc1	-1	nt	-1	15	11	1	2	-8
Cc1ccc(SCc2nc3ccccc3n2CC(=O)Nc2ccc(Cl)cc2)cc1	-6	6	27	20	-12	2	11	13
CCN1CCC2(CC1)N=C(c1ccc(F)cc1)C(=S)N2C(=O)c1ccc(C(C)(C)C)cc1	-13	3	-6	-10	-7	-2	0	-12
COc1cccc2c(C)cc(N3CCCCCC3)nc12	0	13	5	-11	13	4	-1	23
CCc1nnc(NC(=O)c2ccc(-c3ccccc3F)o2)s1	-9	-16	-9	-18	13	-1	0	3
O=S(=O)(Nc1ncccn1)c1cc(Cl)ccc1Cl	-4	14	-6	11	-3	3	9	6
Nc1ccc(Br)cc1Br	0	15	-3	2	2	-3	-12	-12
CC(C)(C)C1CCC2(CC1)C(Nc1cccc(C(F)(F)F)c1)=NC(=S)N2CC#N (stereo unspecified)	2	-1	5	-1	-7	4	6	-6
O=C1CC(NC(=O)c2ccc(Cl)cc2)C(=O)N1 (stereo unspecified)	0	0	6	-5	1	-6	3	-19
CCCCn1c(=NC(C)=O)c(C#N)cc2c(=O)n3cccc(C)c3nc21	19	4	7	11	18	13	9	26
O=C(Cn1nc(C(=O)O)c2ccccc2c1=O)Nc1cc(C(F)(F)F)ccc1-n1cncn1	4	-3	-2	13	2	-5	3	-14
CC1(C)CC(=O)C=C(Nc2ccc(C(=O)O)cc2)C1	-4	0	2	13	7	-3	-4	-1
COc1ccc(Cl)cc1NC(=O)NNC(=O)c1ccccn1	8	-15	-15	29	-10	2	18	-60
Cc1cccc(OCC(=O)NNC(=O)CCN2CCN(c3ccccc3)CC2)c1C	8	10	6	14	17	-7	15	4
NCC(c1ccco1)c1c[nH]c2ccccc12 (stereo unspecified)	7	3	-4	-7	8	-2	-4	-2
CC1(C)Cc2c(sc3nc(SCC(=O)NCc4ccccc4)n(-c4ccccc4)c(=O)c23)CS1	-5	10	-8	14	-1	-2	2	1
CCc1ccc(-c2ccc3nnc(SCC(=O)NCC4CCCO4)n3n2)cc1 (stereo unspecified)	15	43	0	5	4	-2	40	10
Clc1ccc(CNCC2CCCO2)c(Cl)c1 (stereo unspecified)	1	6	-3	8	-4	2	3	14
O=C(CNc1ccc2c(c1)OCO2)N/N=C\c1cn(Cc2ccccc2)c2ccccc12	-2	1	5	7	11	-3	8	-11
CC(=O)c1ccc(N2CCN(C(=O)c3ccc(OCc4c(C)noc4C)cc3)CC2)cc1	8	13	-4	-7	7	-6	-3	-4
O=C(CSc1nc2c(c(=O)n1-c1ccc(Br)cc1)SCC2)NCC1CCCO1 (stereo unspecified)	0	3	0	0	6	-2	7	-15
O=[N+]([O-])c1ccccc1CSc1ccccn1	3	36	-2	-13	5	-9	6	4
Cc1sc2c(c1C)CN(Cc1ccncc1)CN2C(=O)c1ccco1	3	-5	5	-28	8	2	-14	0
CC(=O)N1c2c(cc(Br)cc2S(=O)(=O)N2CCN(c3ccccn3)CC2)CC1C (stereo unspecified)	0	5	1	-33	-14	2	-16	-19
Nc1ccccc1Nc1cc(-c2ccccc2)nn1-c1cccc(Cl)c1	-8	-6	3	-41	1	-6	-8	-20
Cc1cc(Br)ccc1NC(=O)CNC(=O)CSc1ncccn1	-12	nt	-1	12	0	-3	1	-2
Following part.
SMILES	UBC13 inh	Gli-Sufu block	EBI2 block	697 NFkB inh	CCR6 antagonist	CXCR6 block	Jurkat NFkB inh	APJ antag
COc1ccc(S(=O)(=O)N2CN(Cc3ccco3)c3nc4ccccc4nc32)cc1	-4	5	4	-40	-1	6	-11	0
CCc1ncc(CN2CCC(C(=O)Nc3cccc(-c4cscn4)c3)CC2)cn1	0	4	7	-15	5	-6	-18	-35
CCCCn1cnc2c(c1=O)c1nc3ccccc3nc1n2Cc1ccc2c(c1)OCO2	-3	5	12	12	20	14	22	-7
O=C(N/N=C/C=C/c1ccco1)/C(=C/c1ccccc1)NC(=O)c1ccccc1	8	15	-1	7	17	0	-1	7
CN=C(C)c1c(O)c2ccccc2oc1=O	4	-4	-9	13	7	-2	-16	1
Cc1noc(C)c1C(=O)N1CCCC(Nc2ccc(C(C)C)cc2)C1 (stereo unspecified)	-4	-6	-11	-11	12	8	-14	2
CC(Sc1nc(N)cc(=O)[nH]1)C(=O)NCC(=O)Nc1ccc(F)c(F)c1F (stereo unspecified)	5	4	11	21	3	-2	16	20
Cc1cc(C(=O)CSc2nnc(-c3ccco3)o2)c(C)n1Cc1ccco1	-6	-8	-5	-23	16	-1	-16	5
Cc1cccc(N2CCN(c3nc(C)cc(C)c3C#N)CC2C)c1 (stereo unspecified)	7	3	16	-1	22	6	-20	4
COC(=O)c1sc2ccccc2c1NC(=O)c1cccs1	4	-3	0	-6	9	14	-11	10
COc1ccc(C(=O)COC(=O)c2ccco2)cc1	1	11	-3	3	14	-12	8	10
CN(CC(=O)Nc1c(Cl)cccc1Cl)C(=O)CC1Sc2ccccc2NC1=O (stereo unspecified)	-3	-6	-5	3	12	3	-7	-5
CCNC(=O)N(CCOC)CC1CCCN(C2Cc3ccccc3C2)C1 (stereo unspecified)	-4	14	0	0	-12	12	2	18
NS(=O)(=O)c1cccc(NC(=O)Nc2ccc(Cl)cc2)c1	16	-12	5	-9	3	-18	-29	-16
CC(=O)Nc1ccc(NC(=O)C2CCN(S(=O)(=O)c3cccc4nonc34)CC2)cc1	-11	0	3	2	25	2	-6	4
CCOC(=O)/C(C#N)=C/N1CCOCC1	8	0	2	16	-7	18	9	-1
COc1ccc(C(=O)/C=C/Nc2ccc([N+](=O)[O-])cc2)cc1	-6	-55	0	-37	0	-9	-28	-16
CCC(C)NC(=O)C1CCC(CNS(=O)(=O)c2ccccc2)CC1 (stereo unspecified)	3	-4	-8	14	7	-1	-5	-15
CCCC(=O)Nc1ccc2c(c1)C(=O)NC2=O	10	3	-3	6	-4	2	11	-74
COc1cccc(CN2C(=O)c3cccc(N)c3C2=O)c1	31	-2	-1	2	-1	-6	6	1
Cc1cc(C(=O)NC2CCCc3c2cnn3-c2ccc(C(C)(C)C)cc2)n[nH]1 (stereo unspecified)	2	16	-4	-47	10	0	23	-13
CC(C)(C)OC(=O)N1CCC[C@H]1C(=O)O	-1	-13	-6	-1	3	-3	6	4
COc1ccc(N(C(=O)Cn2nnc3ccccc32)C(C(=O)NC(C)(C)C)c2ccc(OC)c(O)c2)cc1 (stereo unspecified)	5	-5	4	11	23	4	13	-1
COc1ccccc1-c1cc(C(=O)Nc2c(F)cc(F)cc2Br)no1	-2	1	33	9	15	2	-8	-4
CC1(CC(=O)N/N=C/c2ccc(OCc3ccc(Cl)cc3Cl)cc2)OCCCO1	-3	-20	-1	-64	0	-4	-22	8
New compounds follow:
SMILES	UBC13 inh	Gli-Sufu block	EBI2 block	697 NFkB inh	CCR6 antagonist	CXCR6 block	Jurkat NFkB inh	APJ antag
N#CC1=C(N)Oc2n[nH]c(-c3cccs3)c2C1c1ccoc1 (stereo unspecified)	-19	43	-9	15	24	-2	18	8
Cc1ccc(C(=O)Nc2ccccc2N2CCCC2)s1	9	0	6	-5	4	-3	3	-14
COc1cccc2cc(C(C)OC(=O)Nc3ccc(C)cc3)oc12 (stereo unspecified)	6	-8	23	1	18	2	6	-2
Cc1ccc(-c2cccc(C3CC=CC4C3C(=O)N(Cc3ccccc3)C4c3ccc4ccccc4c3)c2)cc1 (stereo unspecified)	-19	17	-7	-22	7	-6	25	2
COCCCNC(=S)NCCCNc1nc2cc(C)cc(C)c2cc1C#N	28	24	9	4	7	-3	17	14
CCOC(=O)C1C(=O)NC(SCC(N)=O)=C(C#N)C1c1ccccc1OCC (stereo unspecified)	-13	-6	-1	-5	-3	-2	-6	-2
CC(Oc1ccc2ccc(=O)oc2c1)C(=O)NC(Cc1c[nH]c2ccc(O)cc12)C(=O)O (stereo unspecified)	1	3	-2	5	-5	0	4	-102

Entries of single compounds, quoted from the list. Order of screens: UBC13 inh	Gli-Sufu block	EBI2 block	697 NFkB inh	CCR6 antagonist	CXCR6 block	Jurkat NFkB inh	APJ antag
`Cc1ccc(-c2cccc(C3CC=CC4C3C(=O)N(Cc3ccccc3)C4c3ccc4ccccc4c3)c2)cc1` (stereo unspecified) in the list: -19	17	-7	-22	7	-6	25	2
`COc1cccc2cc(C(C)OC(=O)Nc3ccc(C)cc3)oc12` (stereo unspecified) in the list: 6	-8	23	1	18	2	6	-2
`COCCCNC(=S)NCCCNc1nc2cc(C)cc(C)c2cc1C#N` in the list: 28	24	9	4	7	-3	17	14

Bioassay records (PubChem BioAssay)
